Salmonella PhoP GFP = Inhibition of PhoP regulon, Salmonella typhi GFP reporter cells, confirmation, 4 h (AID 1850) | Salmonella Typhi PhoP-promoter GFP reporter, fluorescence, 4 h; higher % means a stronger effect | one-dose inhibition, % at 50 µM; IC50 in µM for titrated hits | 310,000 compounds, 0.33% hits; in the data active = a potency from the dose series; inconclusive = inhibition mostly from about 25% at the one dose, without a potency; inactive = the rest, 99 in 100 with inhibition below about 19%;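 note: 0% = induced wells with vehicle and 100% = uninduced wells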
M. tuberculosis HTS = M. tuberculosis growth inhibition, HTS (AID 449762). one-dose inhibition, % at 25 µM; IC50 in µM for titrated hits. M. tuberculosis H37Rv growth inhibition, 7H9 media; higher % means a stronger effect. 330,000 compounds, 0.59% hits; in the data active = a potency from the dose series; inconclusive = inhibition above about 70% without an active follow-up result;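 note: bacterial growth assessed after seven days of incubation; strong numbers were not always called active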
inhibitors of VEEV = inhibitors of VEEV TC-83 cytopathic effect, confirmation, Vero cells (AID 588727). inhibition, % at 20 µM; hits with a dose series show IC50 in µM. Vero cells, VEEV TC-83 cytopathic effect inhibition; higher % means a stronger effect. 350,000 compounds, 0.13% hits; in the data active = a potency from the dose series; inconclusive = inhibition mostly from about 14% at the one dose, without a potency; inactive = the rest, 99 in 100 with inhibition below about 12%; note: strong numbers were not always called active
M. tuberculosis = growth inhibition of non-replicating M. tuberculosis (AID 488890) | inhibition, % at 25 µM; hits with a dose series show IC50 in µM | Mycobacterium tuberculosis non-replicating, growth inhibition; higher % means a stronger effect | 320,000 compounds, 0.39% hits; in the data active = a potency from the dose series; inconclusive = inhibition mostly from about 82% at the one dose, without a potency; inactive = the rest, 99 in 100 with inhibition below about 76%;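 note: plate controls were DMSO cells for no effect and high antibiotic wells for full effect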
H1N1 NS1A inhibition = NS1A inhibition, H1N1 influenza, cell based functional assay (AID 504329); inhibition, % at 12.5 µM; hits with a dose series show IC50 in µM; 340,000 compounds, 0.3% hits; NS1A functional cell-based assay, percent inhibition; higher % means a stronger effect; in the data active = a potency from the dose series; inconclusive = inhibition above about 27% without an active follow-up result; note: strong numbers were not always called active
inhibitors of VEEV 10K pilot screen = second read-out of inhibitors of VEEV, no call of its own (marks repeat the call); inhibition, %; measured here: 10K pilot screen inhibition
* marks the source's active call; other numbers are inactive results; i = inactive; u = inconclusive; x = not tested or not shown.

SMILES	Salmonella PhoP GFP	M. tuberculosis HTS	inhibitors of VEEV	M. tuberculosis	H1N1 NS1A inhibition	others
CCn1c(NC(=O)c2ccccc2)c(-c2cccs2)c(=O)c2ccccc21	15%	-2%	5.2%	-2%	-15%
N#Cc1c(SCC(=O)Nc2ccc(Cl)cc2Cl)sc2c(O)cc(=O)[nH]c12	6%	5%	i	-6%	7%
CC(C)(C)c1ccc(C2(C)NC(=O)N(CC(=O)Nc3ccc4c(c3)OCO4)C2=O)cc1 (stereo not drawn)	-2%	-5%	1.8%	21%	-2%
Cc1ccc(NC(=O)CSc2nnc(-c3ccc(S(=O)(=O)N4CCOCC4)cc3)n2C)cc1	11%	0%	i	-1%	-4%
CCCC(C)NC(=O)c1ccccc1SC (stereo not drawn)	-1%	-4%	31%	16%	5%
O=c1[nH]c(CN2CCN(C/C=C/c3ccccc3)CC2)nc2cc(Cl)ccc12	-16%	u	i	75%	-6%
COc1cc(CNC2CCCCCCC2)cc(Br)c1OCC#N	0%	-10%	i	30%	0%
O=[N+]([O-])c1ccc(OCn2cncn2)cc1	-41%	2%	0.6%	-10%	-9%	inhibitors of VEEV 10K pilot screen=1.8
NC(=O)NC(=O)COC(=O)/C=C/c1cccs1	-7%	6%	0.5%	-12%	0%
Nc1cc(=O)[nH]c(SCCSc2ccc(F)cc2)n1	9%	-2%	2.2%	26%	-2%
O=S(=O)(c1ccccc1)n1nc(-c2ccccc2)nc1NCc1ccco1	15%	15%	2.7%	11%	9%
COc1ccc(CCn2ccc(O)c(Cc3ccc(Cl)cc3Cl)c2=O)cc1OC	-1%	-9%	0.1%	-14%	-3%

Next part; it opens with the 2 that closed the last part.
SMILES	Salmonella PhoP GFP	M. tuberculosis HTS	inhibitors of VEEV	M. tuberculosis	H1N1 NS1A inhibition	others
O=S(=O)(c1ccccc1)n1nc(-c2ccccc2)nc1NCc1ccco1	15%	15%	2.7%	11%	9%
COc1ccc(CCn2ccc(O)c(Cc3ccc(Cl)cc3Cl)c2=O)cc1OC	-1%	-9%	0.1%	-14%	-3%
NC(=S)N/N=C1\CC(c2ccc3c(c2)OCCCO3)Oc2ccc(F)cc21 (stereo not drawn)	-4%	-3%	7.5%	26%	-11%
CN(C)CCNc1nc2sc3c(c2c(=O)n1-c1ccccc1)CCCCC3	14%	3%	69%	43%	8%
CC(C)C[C@H](NC(=O)C1CC(=O)N(c2ccc3c(c2)OCO3)C1)C(=O)NC1CCCC1 (stereo partly drawn)	-9%	26%	0.8%	0%	-3%
Nc1[nH]c(=O)[nH]c(=O)c1N=Nc1ccc(C(=O)O)cc1	-1%	-4%	1.1%	-3%	-18%
Cc1c(Br)c([N+](=O)[O-])nn1C(C)C(=O)Nc1c(C)n(C)n(-c2ccccc2)c1=O (stereo not drawn)	6%	1%	i	-9%	-2%
O=C(OCCNC(=O)c1cc2ccccc2oc1=O)c1cccnc1	6%	-8%	5.3%	8%	8%	inhibitors of VEEV 10K pilot screen=7.0
Cn1c(=O)c2c(ncn2CC(COCc2ccccc2)OCc2ccccc2)n(C)c1=O (stereo not drawn)	-5%	-2%	0.9%	9%	4%
Cc1cccnc1NC(=O)CNC(=O)C1CCCCC1	x	-3%	2.2%	-3%	-3%
O=C(Cc1cccs1)NCc1cccnc1	4%	-4%	0.6%	11%	-5%
COc1ccc(NC(=O)COC(=O)[C@@H]2CCCN2C(=O)c2cccs2)c(OC)c1	3%	-17%	i	6%	-1%
CC(=O)O[C@@H]1CC[C@]2(C)C3CC[C@]4(C)C(=O)[C@H](O)CC4C3[C@@H](OC(C)=O)C[C@H]2C1 (stereo partly drawn)	x	-11%	0.0%	5%	6%
C[C@H](CO)N1C[C@H](C)[C@@H](CN(C)S(=O)(=O)c2ccc(F)cc2)Oc2c(NC(=O)NC3CCCCC3)cccc2C1=O	x	7%	4.9%	40%	2%
O=C(Cn1cncn1)N1CCN(c2ccc(F)cc2)CC1	3%	2%	i	-2%	1%
Cc1ccc(Nc2nc(-c3cccnc3)cs2)cc1Cl	-9%	17%	3.0%	58%	-27%
CC[C@]12c3[nH]c4ccc(OC)cc4c3CCN1C(=O)C(CC(=O)NCCCN(C)C)C[C@@H]2C(=O)N1CCN(C(=O)c2ccco2)CC1 (stereo partly drawn)	x	x	0.6%	x	-12%
Cc1ccc(S(=O)(=O)N2CCC(C(=O)N[C@@H](C)C(=O)NCC3CCCO3)CC2)cc1 (stereo partly drawn)	-6%	4%	1.5%	-4%	2%
COc1ccc(-c2noc(CCN3C(=O)c4ccccc4C3=O)n2)cc1OC	5%	2%	2.7%	8%	-5%
COc1ccc(-c2nn(-c3ccccc3)cc2CN2CCCO2)c(F)c1	-11%	7%	2.6%	18%	1%
CC(=O)Nc1ccc(OCC(=O)c2cc(C)ccc2C)cc1	-24%	4%	7.0%	0%	4%
Cc1ccc(C(=O)CNc2ccccc2)cc1	0%	6%	0.6%	31%	-1%
N#Cc1ccccc1NC(=O)CSC1=Nc2ccccc2C2CC=NN12 (stereo not drawn)	-6%	4%	9.0%	30%	-17%
Cc1ccc2c(=O)c(C(=O)c3ccc(F)cc3)cn(CC(=O)NCc3ccco3)c2n1	-13%	8%	1.2%	15%	9%
CCN(CC)c1ccc(N=Cc2c(O)n(-c3cc(OC)ccc3OC)c(=O)[nH]c2=O)cc1	-7%	-4%	9.1%	42%	-18%
COc1ccc(C(=O)Nc2ccc(Cl)cc2C(=O)NCCO)cc1	-2%	4%	0.6%	23%	18%
Cc1ccc(NC(=S)/N=C(\N)Nc2nc(C)c3cc(C)ccc3n2)c(C)c1	-6%	0%	7.5%	-7%	4%
N=C1C(c2ccccc2)=C(O)CN1c1ccccc1	-7%	9%	i	-9%	7%
CCOC(=O)Cc1csc(NS(=O)(=O)c2ccc(Br)cc2)n1	-4%	-5%	0.5%	4%	2%
CC(=O)Nc1cccc(CNCc2cccc(NC(C)=O)c2)c1	-4%	7%	i	13%	-1%
Cc1cc(OCC(=O)N(Cc2ccco2)C2CCS(=O)(=O)C2)ccc1Cl (stereo not drawn)	14%	-12%	1.0%	-3%	x
Cc1ccc2c(c1)c(=O)c1c3n2CCN(CC2CO2)C3CC1 (stereo not drawn)	-11%	-1%	1.0%	10%	-4%
Cc1nn(C)cc1NC(=O)c1cc2nc(-c3ccco3)cc(C(F)(F)F)n2n1	10%	-1%	5.0%	7%	3%
CCCNC(=S)Nc1ccc(Cl)cc1Cl	1%	4%	7.4%	u	-2%
COc1cc(SC)ccc1C(=O)Nc1c(C)cccc1C	15%	u	0.9%	21%	-4%
CCc1ccccc1N1CC23C=CC(O2)C(C(=O)OC)C3C1=O (stereo not drawn)	7%	2%	0.5%	-1%	-6%
Cc1cccc(N2CCN(S(=O)(=O)c3ccc4c(c3)NC(=O)CS4)CC2)c1C	4%	1%	2.0%	32%	-1%
COc1ccccc1CN1CCNC(=O)C1CC(=O)NCCC1=CCCCC1 (stereo not drawn)	-8%	-4%	0.9%	34%	-2%
COC(=O)c1sc(-c2cccs2)cc1N	7%	-2%	1.9%	4%	-3%
C/C(=N\NC(=O)c1ccccc1O)c1cccc(NC(=O)c2ccccc2)c1	4%	3%	5.4%	25%	-13%
COc1ccc(Cl)cc1NC(=O)c1cc(-c2ccc(C)cc2O)n[nH]1	8%	-2%	1.7%	0%	-8%
COc1ccc(C(=O)C[n+]2ccc3c(c2)nc(-c2ccc(OC)cc2OC)n3C)cc1	-4%	u	0.8%	u	1%
Cn1c(SCc2ccccc2)nc(C(F)(F)F)cc1=O	-9%	11%	i	14%	1%
CCOC(=O)c1c(-c2ccccc2)oc2ccc(OCC)cc12	-2%	53%	0.2%	45%	-18%
O=C(CSc1ccc(Cl)cc1)Nc1ccccc1N1CCN(C(=O)c2ccc(Cl)cc2)CC1	-3%	11%	3.2%	25%	1%
Cc1cc(C(=O)N[C@H](c2ccccc2)[C@@]2(C)C[C@@H]2[C@@H](C)C(=O)Nc2ccc3ccccc3c2)n(C)n1	5%	24µM*	6.3%	39%	1%
CCC(C)C(=O)Nc1ccc([N+](=O)[O-])cc1OC (stereo not drawn)	-1%	2%	i	7%	6%
Fc1ccc(-c2nnc3n2CCCCC3)cc1	-1%	-15%	1.3%	-1%	x
COc1ccc(/C=C/C(=O)Oc2cc(O)cc(O)c2)cc1	-4%	8%	i	16%	3%
COc1ccc(N(CC(=O)Nc2cc(C)on2)S(=O)(=O)c2cc(C)ccc2C)cc1	6%	0%	i	28%	-8%
CCOC(=O)c1cccc(OCC(O)CNCCOc2ccccc2F)c1 (stereo not drawn)	3%	-1%	2.0%	30%	-4%
C=CC[C@@H]1C=C[C@H](O/N=C/[C@@H](NS(=O)(=O)c2ccc(C)cc2)[C@H](C)/C=C/CC(=O)OC)[C@@H](CO)O1	8%	-3%	x	20%	x
Cc1ccccc1OCC(=O)Nc1cnn(CCCC(=O)O)c1	-6%	-3%	i	-8%	8%
CC(=O)Nc1ccc(NC(=O)C(C)OC(=O)CNC(=O)c2sc3ccccc3c2Cl)cc1 (stereo not drawn)	-4%	2%	0.2%	-9%	-4%

Molecules above with fluorine:
SMILES	Salmonella PhoP GFP	M. tuberculosis HTS	inhibitors of VEEV	M. tuberculosis	H1N1 NS1A inhibition	others
Nc1cc(=O)[nH]c(SCCSc2ccc(F)cc2)n1	9%	-2%	2.2%	26%	-2%
NC(=S)N/N=C1\CC(c2ccc3c(c2)OCCCO3)Oc2ccc(F)cc21 (stereo not drawn)	-4%	-3%	7.5%	26%	-11%
C[C@H](CO)N1C[C@H](C)[C@@H](CN(C)S(=O)(=O)c2ccc(F)cc2)Oc2c(NC(=O)NC3CCCCC3)cccc2C1=O	x	7%	4.9%	40%	2%
O=C(Cn1cncn1)N1CCN(c2ccc(F)cc2)CC1	3%	2%	i	-2%	1%
COc1ccc(-c2nn(-c3ccccc3)cc2CN2CCCO2)c(F)c1	-11%	7%	2.6%	18%	1%
Cc1ccc2c(=O)c(C(=O)c3ccc(F)cc3)cn(CC(=O)NCc3ccco3)c2n1	-13%	8%	1.2%	15%	9%
Cc1nn(C)cc1NC(=O)c1cc2nc(-c3ccco3)cc(C(F)(F)F)n2n1	10%	-1%	5.0%	7%	3%
Cn1c(SCc2ccccc2)nc(C(F)(F)F)cc1=O	-9%	11%	i	14%	1%
Fc1ccc(-c2nnc3n2CCCCC3)cc1	-1%	-15%	1.3%	-1%	x
CCOC(=O)c1cccc(OCC(O)CNCCOc2ccccc2F)c1 (stereo not drawn)	3%	-1%	2.0%	30%	-4%
